# Pin1 inh – qHTS Assay to Find Inhibitors of Pin1 | Pin1 FP peptide displacement, HiFluor488, 10 min | Potency, µM (top dose mostly 115 µM), for the others: at the top dose activity, negative = inhibition, hits mostly inhibitors | Peptidyl-prolyl cis-trans isomerase NIMA-interacting 1 (Homo sapiens), Q13526 | hit rate 0.009% among 390,000; active = well fitted inhibition curve with a large enough effect in the polarisation, with a control signal flat, not every such curve was filed as active; inconclusive = small, poorly fitted or top-dose-only effect, or effect the other way, or a change in a side signal; inactive = no such curve, though single readings can be large or run the other way; the % refers to the polarisation; also: % is scaled to controls: 0 for no effect and ±100 for the full control effect
# 12-LOX inh – Primary qHTS assay for inhibitors of human arachidonate 12S-lipoxygenase (ALOX12): Round 2; Polyunsaturated fatty acid lipoxygenase ALOX12 (Homo sapiens), P18054; purified 12hLO, xylenol orange hydroperoxide absorbance; Potency, µM (top dose mostly 108 µM), inactives show at the top dose activity change, negative = inhibition, hits mostly inhibitors; hit rate 1.1% among 580,000; AID 1671190, 2021; also: % is scaled to controls: 0 for no effect and ±100 for the full control effect
#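 Purified human 12hLO (150 nM final) in 25 mM Hepes, 0.01% Triton X-100, pH 7.0 was preincubated 15 min at room temperature with compound. Then 40 uM arachidonic acid was added, 30 min. Hydroperoxide was read by Fe-XO absorbance ratio 573/405 nm.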
# ERG Ets-DNA blk – qHTS for Small Molecule Inhibitors of the ERG Ets/DNA interaction. AID 624246, 2012. hit rate 0.028% among 370,000. Transcriptional regulator ERG (Homo sapiens), P11308. fluorescence polarization, His-ERG Ets domain / labelled DNA. Potency, µM (titrated, usually from 76.9 µM), inactives show at the highest dose FP activity, negative = inhibition, usual class: inhibitors; active = well fitted inhibition curve with a large enough effect in the polarisation, with a control signal flat; inconclusive = small, poorly fitted or top-dose-only effect, or effect the other way, or a change in a side signal; inactive = no such curve, though single readings can be large or run the other way; the % refers to the polarisation;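 also: polarization taken with two DNA probes labelled with fluorescein and Texas red; % of control where 0% means no effect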
# Target sequence (P11308 whole entry, looked up, the tested form may be a part): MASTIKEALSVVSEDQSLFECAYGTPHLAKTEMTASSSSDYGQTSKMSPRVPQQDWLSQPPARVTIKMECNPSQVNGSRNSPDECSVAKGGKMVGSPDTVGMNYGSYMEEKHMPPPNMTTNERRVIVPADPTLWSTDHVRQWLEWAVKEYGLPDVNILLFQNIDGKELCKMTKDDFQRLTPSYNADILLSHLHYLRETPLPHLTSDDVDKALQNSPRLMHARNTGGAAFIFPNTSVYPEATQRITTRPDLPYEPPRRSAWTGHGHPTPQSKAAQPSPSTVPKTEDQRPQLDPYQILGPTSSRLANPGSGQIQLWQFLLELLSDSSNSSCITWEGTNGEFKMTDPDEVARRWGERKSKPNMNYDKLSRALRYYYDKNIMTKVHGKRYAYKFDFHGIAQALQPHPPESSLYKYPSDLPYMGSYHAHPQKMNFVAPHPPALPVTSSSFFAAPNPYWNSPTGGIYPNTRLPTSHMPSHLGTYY
#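 His-tagged ERG Ets domain (1 uM in the protein solution; 300mM KCl, 50mM Tris-HCl, 1mM EDTA, 1mM DTT, pH 7.5) received compound, then a probe mix of 5 nM fluorescein-DNA and 100nM Texas-615-DNA. Fluorescence polarization was read for both dyes.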
# Tb PGK inh – qHTS Assay to Find Inhibitors of Phosphoglycerate Kinase. Phosphoglycerate kinase, glycosomal (Trypanosoma brucei brucei), P07378. PGK/GAPDH coupled, Kinase-Glo luminescence, 60 min. Potency, µM (series often up to 57.5 µM), without a hit: at the top dose activity change, negative = inhibition, usual class: inhibitors. hit rate 0.043% among 380,000; also: % is scaled to controls: 0 for no effect and ±100 for the full control effect; nearly all actives have a fitted effect of over 60% in size
#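 Luminescent ATP detection (Kinase-Glo Plus) follows a 60-minute room-temperature incubation, with wells lacking PGK as controls. Buffer: 100 mM TEA (pH 7.6), 5 mM MgCl2, 0.01% Tween-20. Coupling enzyme GAPDH (100 nM final) supplies unstable 1,3-BPG in-well.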
# JMJD2A Tudor – qHTS Assay for Inhibitors of JMJD2A-Tudor Domain; Lysine-specific demethylase 4A (Homo sapiens), O75164; AlphaScreen JMJD2A-Tudor / H3K4me3 peptide binding; Potency, µM (top dose mostly 114 µM), for inactives: at the highest dose activity change, negative = inhibition, actives largely listed as inhibitors; hit rate 4.4% among 390,000; AID 504339, 2011; also: % is scaled to controls: 0 for no effect and ±100 for the full control effect; nearly all actives have a fitted effect of over 50% in size
# HP1b chromo inh – HTS for Inhibitors of HP1-beta Chromodomain Interactions with Methylated Histone Tails | hit rate 0.56% among 390,000 | Potency, µM (series often up to 114 µM), for the others: at the top dose activity change, negative = inhibition, most hits filed as inhibitors | Chromobox protein homolog 1 (Homo sapiens), P83916 | AlphaScreen HP1-beta / biotin-H3K9me3 peptide binding | AID 540317, 2011; also: nearly all actives have a fitted effect of over 70% in size; inactives centre near 23
#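 AlphaScreen: HP1-beta (50 nM) preformed 30 min with biotin-H3(1-18)K9me3 peptide (50 nM) in PBS pH 7.4, 0.01% Tween-20. Compound added for 30 min at RT, then streptavidin donor/nickel chelate acceptor beads (10 ug/mL) for 30 min.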
# rTrxR1 inhibitor – qHTS Assay for Inhibitors of Mammalian Selenoprotein Thioredoxin Reductase 1 (TrxR1): qHTS | Thioredoxin reductase 1, cytoplasmic (Rattus norvegicus), O89049 | recombinant rTrxR1, NADPH fluorescence consumption, selenite substrate | Potency, µM (top dose mostly 114 µM), inactives show at the top dose activity change, negative = inhibition, most hits filed as inhibitors | hit rate 1% among 390,000; also: % is scaled to controls: 0 for no effect and ±100 for the full control effect; nearly all actives have a fitted effect of over 65% in size
#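 Rat TrxR1 (90 nM in the dispensed reagent) was pre-reduced with 400 uM NADPH for 5 min at room temperature, then incubated with compound for 15 min. After 400 uM selenite was added, NADPH fluorescence (Ex 340/Em 450 nm) was followed for 8 min.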
# RGS4 inhibitor – Inhibitors of Regulator of G Protein Signaling (RGS) 4: qHTS; Regulator of G-protein signaling 4 (Homo sapiens), P49798; Transcreener GDP fluorescence polarization, RGS4-accelerated GTP hydrolysis; Potency, µM (doses to about 114 µM), for inactives: at the top dose activity change, negative = inhibition, actives largely listed as inhibitors; hit rate 0.039% among 390,000; also: % is scaled to controls: 0 for no effect and ±100 for the full control effect; nearly all actives have a fitted effect of over 75% in size; some results filed as inactive show a strong effect at the top dose
#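 MLSMR compounds (23 nl, pin-transferred) preincubated 10 min at room temperature with a 500nM (2x) first reagent, then RGS4 at 900nM (2x) plus Transcreener GDP mix added; fluorescence polarization (620/688 nm) read before and after 90 min at 30 °C.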
# GLS inh – qHTS for Inhibitors of Glutaminase (GLS); Glutaminase kidney isoform, mitochondrial (Homo sapiens), O94925; GLS enzymatic activity, qHTS titration; Potency, µM (series often up to 45.5 µM), for inactives: top-dose activity change, negative = inhibition, hits mostly inhibitors; hit rate 0.21% among 410,000; AID 624170, 2012; also: % is scaled to controls: 0 for no effect and ±100 for the full control effect
# Target sequence (O94925 whole entry, looked up, canonical isoform): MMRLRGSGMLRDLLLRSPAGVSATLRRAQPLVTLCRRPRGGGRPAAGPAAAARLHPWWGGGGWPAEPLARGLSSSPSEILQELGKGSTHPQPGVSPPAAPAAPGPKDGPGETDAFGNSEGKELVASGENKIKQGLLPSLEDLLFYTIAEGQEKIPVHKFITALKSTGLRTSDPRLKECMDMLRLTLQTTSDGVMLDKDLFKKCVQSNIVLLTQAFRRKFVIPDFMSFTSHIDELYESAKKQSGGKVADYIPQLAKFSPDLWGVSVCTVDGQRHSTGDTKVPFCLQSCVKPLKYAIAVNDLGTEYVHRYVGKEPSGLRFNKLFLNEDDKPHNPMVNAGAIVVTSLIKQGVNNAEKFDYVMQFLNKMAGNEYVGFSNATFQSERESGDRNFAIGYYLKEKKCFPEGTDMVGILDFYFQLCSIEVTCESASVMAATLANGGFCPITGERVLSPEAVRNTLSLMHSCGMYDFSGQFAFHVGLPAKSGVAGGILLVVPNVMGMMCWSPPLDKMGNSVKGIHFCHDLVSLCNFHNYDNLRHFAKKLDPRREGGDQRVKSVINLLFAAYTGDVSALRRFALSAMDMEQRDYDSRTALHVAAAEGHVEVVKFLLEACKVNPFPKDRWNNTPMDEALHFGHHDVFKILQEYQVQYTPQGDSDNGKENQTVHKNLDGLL
#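 Assay buffer: 45 mM KH2PO4 pH 8.2, 0.02% Tween-20. hKGA acts on L-glutamine (1 mM solution added); product glutamate is reported by an oxidase/peroxidase Amplex Red coupling, with fluorescence taken at baseline and 30 min.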
# * hit, by the source's call; i = inactive; ? = inconclusive; nt = no result given; & = joins results of further samples; [ ] = dose if it differs, or a comment. Unless noted, calls follow the shape of the dose curve; as a rule, active = well fitted curve in the direction sought with a large enough effect; inconclusive = small, poorly fitted or top-dose-only effect, or another doubt; inactive = no such curve, though single readings can be large; an effect the other way counts as inactive or inconclusive. Potency is read from the fitted curve at half-maximal effect.
SMILES,Pin1 inh,12-LOX inh,ERG Ets-DNA blk,Tb PGK inh,JMJD2A Tudor,HP1b chromo inh,rTrxR1 inhibitor,RGS4 inhibitor,GLS inh
C=CCOC(=O)c1cn(CC)c2nc(C)ccc2c1=O,1.0%,-3.0%,-1.5%,i,-6.7%,26.3%,7.6%[57.1 µM],-27.5%,-10.2%
O=C(Nc1nc(-c2ccccc2)cs1)c1ccc(=O)[nH]c1,18.2%,4.4%,9.2%,i,-30.7%,5.7%,17.9%,-18.8%,0.6%
CCCCn1c(N)c(N(CC(C)C)C(=O)CSc2n[nH]c(-c3ccc(C)cc3)n2)c(=O)[nH]c1=O,-2.8%,-4.5%,-4.5%,i,-4.1%,24.0%,0.9%,-26.7%,-14.8%
Cc1cnn(CCC(=O)NNC(=S)NCC(C)C)c1,1.2%,-1.0%,-3.3%,i,-3.5%,48.0%[activator],-4.9%,-16.6%,4.7%
CC1CN(S(=O)(=O)c2ccc(C(=O)N(CCCN(C)C)c3nc4c(Cl)cccc4s3)cc2)CC(C)O1 (configuration not stated),-2.7%,-23.8%,1.9%,-3.6%,-28.8%,13.4%,10.3%,17.5%,15.0%
N#Cc1ccc(OC(=O)c2cnccn2)cc1,-4.4%,-19.3%,3.2%,i,?,7.6%,?,4.4%,-13.6%
CC(=O)c1ccc(N2CCN(C(=O)c3cn(Cc4ccccc4)nc3-c3cccnc3)CC2)c(F)c1,6.1%,-7.0%,10.9%,i,-8.8%,41.0%[activator],2.4%,-8.0%,0.6%
COc1cc2[nH]c(=O)n(Cc3ccc(C(=O)N4CCC(N5CCCCC5)CC4)cc3)c(=O)c2cc1OC,7.3%,nt,-1.6%,2.1%,-9.9%,32.6%,31.5%,-5.8%,1.3%
CCCCCNC(=O)c1cccc(S(=O)(=O)N2CC3(C)CC2CC(C)(C)C3)c1 (configuration not stated),10.2%,0.0%,-11.7%,1.3%,-4.1%,23.6%,5.0%,-8.7%,0.6%
N#CC(C#N)=C(N)CSc1cccc[n+]1[O-],-9.5%,-7.7%,39.2%[activator],-0.8%,-9.4%,41.2%[activator],21.6%[11.4 µM],-21.9%,1.8%
Cc1ccccc1NC(=O)c1sc2nc3n(c(=O)c2c1C)N=C(c1ccccc1)CS3,-1.4%,-10.1%,0.1%,9.3%,-18.2%,12.5%,12.3%,17.1%,-15.6%
O=C1OCCN1C(=O)[C@H]1[C@H](c2ccc(F)cc2)C(c2ccc(F)cc2)=NN1c1ccccc1,?,-7.3%,-11.9%,-5.3%,26.8%,87.5%[activator],26.8%,-21.9%,4.9%
CN[C@H](C(=O)NC[C@H]1O[C@@H](n2cnc3c(N)ncnc32)[C@H](O)[C@@H]1O)[C@@H](C)OCc1ccccc1,-5.9%,14.4%,-10.9%,-0.5%,-19.4%,12.5%,12.8%,0.2%,1.8%
CC1(C)CC(=O)c2c(nc3ccccc3c2N)C1,-1.9%,4.8%,3.6%,-1.6%,-11.1%,25.8%,-29.4%,-5.1%,-11.9%
C/C(=N\NC(=S)NC(C)C)c1ccc(C(C)(C)C)cc1,0.4%,?,1.9%,0.3%,?,?,11.8%[57.1 µM],-10.6%,-9.3%
Fc1ccccc1CSc1ncnc2c1ncn2C1CCCO1 (configuration not stated),-0.7%,-2.6%,0.1%,7.5%,9.0%,16.9%[57 µM],11.9%[57.1 µM],10.9%,3.8%
Cc1cc(Nc2cccc(Br)c2)n2c(nc3ccccc32)c1C#N,-7.6%,?,0.6%,-8.9%,-17.5%,17.0%,25.5%,16.3%,-1.9%
Cc1ccc(-c2csc(NCCn3c(C)nc4cc(C(F)(F)F)ccc43)n2)cc1,-0.1%,-0.1%,2.1%,-5.1%,-32.9%,24.9%,32.2%,-28.0%,5.7%
O=C(Nc1ccc(SC(F)F)cc1)c1cc(-c2ccncc2)nc2ccccc12,8.5%,0.0%,10.8%,-1.3%,-30.7%,28.1%,10.1%,-22.2%,-3.6%
COC(=O)c1cn(NC(=O)c2cccnc2)c(=O)c2ccccc12,-6.7%,0.0%,-3.0%,-7.2%,-13.6%,25.3%,-7.6%[57.1 µM],-2.0%,5.1%
CCOC(=O)C1CCCN(C(=O)Cn2nc(CC)n3c(cc4sccc43)c2=O)C1 (configuration not stated),9.8%,1.8%,6.4%,10.0%,-6.1%,48.0%[activator],-17.3%[57.1 µM],6.7%,1.0%
Cc1sc2nc(SCC(N)=O)n(C)c(=O)c2c1C,?,0.0%,4.1%,i,-17.3%,72.4%[activator],20.9%[57.1 µM],33.1%,0.0%
CCOc1cc(N2CCOCC2)c(OCC)cc1NC(=O)c1cccc(N(C)C)c1,3.0%,-3.3%,7.3%,4.7%,?,?,12.7%[57.1 µM],-37.0%,1.2%
CSc1ccccc1NC(=S)NCc1ccc(Cl)cc1,-7.0%,13.7%,0.1%,-6.2%,-18.9%,10.5%,6.6%,-45.1%,4.5%
COc1ccccc1C(=O)NN=C1CCN(Cc2ccccc2)CC1,6.5%,14.9%,14.0%,-9.5%,-8.5%,25.8%,-12.2%,-32.4%,1.6%
SMILES,Pin1 inh,12-LOX inh,ERG Ets-DNA blk,Tb PGK inh,JMJD2A Tudor,HP1b chromo inh,rTrxR1 inhibitor,RGS4 inhibitor,GLS inh
Cc1ccc(-n2ncc3c(N4CCN(C)CC4)ncnc32)cc1C,-4.6%,-13.5%,0.0%,-2.4%,-19.9%,-7.8%,19.3%[57.1 µM],-16.3%,5.3%
Cc1c(C(=O)N2CCN(c3ccc(F)cc3)CC2)sc2nc3n(c(=O)c12)CCC3,-2.6%&-0.8%,-17.9%&-0.6%,-6.4%&-1.2%,-7.8%,?,12.1%&39.6%,17.5%&8.2%,-0.7%[11.4 µM],33.0%&4.7%[activator]
COc1cc2[nH]c(=O)n(CCC(=O)NC3CCCC3)c(=O)c2cc1OC,-10.1%,31.8%[activator],2.2%,-2.8%,8.2%,18.1%,57.4%,?,-8.9%
Cc1noc(C)c1CS(=O)(=O)c1ccc([N+](=O)[O-])cc1,-1.1%,4.0%,-0.8%,-2.4%,-10.0%,17.5%,9.5%[11.4 µM],-12.0%,?
CCOc1cc2[nH]c(=O)n(CCCC(=O)NCc3ccc(OC)cc3)c(=O)c2cc1OCC,-2.1%&-10.0%,7.7%&-9.7%,7.8%&-0.6%,-2.7%&-9.1%,-14.0%&-0.7%,-0.8%&18.2%,12.6%&21.5%[57.1 µM],13.6%&-16.5%,4.8%&-12.6%
CCOC(=O)c1c(C)[nH]c(C)c1S(=O)(=O)N(C)CC(=O)Nc1ccccc1F,-25.9%,-7.4%,7.2%,i,-10.9%,24.7%,?,-47.4%,-1.4%
CN(C)S(=O)(=O)c1ccc(C(=O)OCc2ccc(C#N)cc2)cc1,-5.7%,248.7%[activator],0.1%,-2.5%,0.4%,55.7%[activator],-0.9%,-6.1%,8.1%
CCC(C)NC(=O)Cc1ccc(-c2ccccc2)cc1 (configuration not stated),3.0%,-5.9%,6.6%,-1.0%,-6.2%,48.4%[activator],2.4%,-1.3%,-4.3%
NC(=S)c1cnn2c(-c3cccc(C(F)(F)F)c3)ccnc12,4.4%,nt,1.5%,-8.2%,-25.6%,28.4%,32.0%,-1.9%,-2.5%
O=C(c1ccc([N+](=O)[O-])cc1)N1c2ncnn2C2(CCCCC2)[C@@H]2CCCC[C@@H]21,-4.8%,-22.2%,1.4%,-6.2%,-15.2%,9.2%,33.6%,10.8%,-1.8%
O=C1CN(C(=O)NCC(=O)N[C@@H](C(=O)O)c2ccccc2)c2ccccc2N1,-6.5%,-11.4%,7.3%,-7.9%,7.0%,46.3%[activator],20.4%,-18.9%,3.3%
COc1ccc(CCNC(=O)c2ccc3nc(N4CCOCC4)sc3c2)cc1OC,-4.9%,14.2%&-2.2%,5.7%,-0.9%,-23.4%,37.2%[activator],-11.2%,8.2%,-0.1%
COc1cc(CCC(=O)OCC(=O)Nc2ccc(F)c(F)c2F)cc(OC)c1OC,-5.7%,-14.9%,7.9%,i,-17.4%,-19.3%,17.5%,11.5%,-0.3%
COc1cc(OC)cc(C(=O)Nn2cc(C(=O)Nc3ccc(F)cc3F)c3ccccc3c2=O)c1,25.3%,-9.5%,-2.1%,6.3%,-19.9%,15.7%,0.4%,-1.3%,6.9%
O=C(N/N=C/c1ccc([N+](=O)[O-])s1)c1cccc(Br)c1,12.2%,-4.4%,-2.8%,-4.9%,-31.4%,53.6%[activator],-1.4%[57.1 µM],-14.6%,9.7%
COc1ccc(S(=O)(=O)N2CCN(C(=S)NCCc3ccccc3)CC2)cc1,0.4%,?,2.5%,-9.6%,-16.1%,27.5%,-3.6%,-33.8%,-5.9%

# Compound activity from PubChem.

# Not all compounds are listed, so the mix of outcomes need not match the whole.
